Lmaj promast: Leishmania major promastigote growth inhibition. actives 9% (n = 200,000). AID 1063. inhibition, % at 10 µM. Leishmania major promastigotes, resazurin fluorescence viability; in the data active = inhibition above about 50%;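 also: promastigotes grown with compound for 44 hours at 28 °C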
HMGR II inh: E. faecalis class II HMG-CoA reductase inhibition; purified E. faecalis HMGR, NADPH absorbance 340 nm kinetic; inhibition, % at 10 µM; actives 0.41% (n = 190,000); AID 1066;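 active = inhibition above a set limit, the median over all tested compounds plus 3 SD, cut at about 9.5% in these data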;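 also: enzyme runs in reverse so mevalonate oxidation gives rising NADPH absorbance; 0% = complete reaction with DMSO and 100% = background rate lacking mevalonate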
PPARg SRC1 recr: agonists of human PPARgamma SRC-1 coactivator recruitment; P37231; PPARgamma-SRC-1 coactivator recruitment biochemical assay; activation, % at 8 µM; actives 0.41% (n = 200,000); in the data active = activation above about 19%;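 also: 0% = DMSO and 100% = reference agonist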
Target sequence (P37231 whole entry, looked up): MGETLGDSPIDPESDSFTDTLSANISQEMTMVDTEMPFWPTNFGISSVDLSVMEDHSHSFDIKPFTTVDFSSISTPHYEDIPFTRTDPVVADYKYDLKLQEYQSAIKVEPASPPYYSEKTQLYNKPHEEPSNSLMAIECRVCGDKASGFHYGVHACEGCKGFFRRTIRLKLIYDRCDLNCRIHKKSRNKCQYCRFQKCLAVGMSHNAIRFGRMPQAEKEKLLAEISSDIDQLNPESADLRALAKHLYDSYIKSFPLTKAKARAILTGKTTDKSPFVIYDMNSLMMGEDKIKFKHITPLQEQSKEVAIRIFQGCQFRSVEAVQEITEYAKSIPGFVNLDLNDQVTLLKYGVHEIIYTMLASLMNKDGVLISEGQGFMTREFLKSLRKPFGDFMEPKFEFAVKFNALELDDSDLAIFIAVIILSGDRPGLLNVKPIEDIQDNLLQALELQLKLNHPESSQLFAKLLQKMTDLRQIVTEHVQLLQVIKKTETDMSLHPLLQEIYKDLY
PPARg SRC-2 ag: promotes SRC-2 coactivator recruitment by human PPARgamma | PPARgamma LBD-SRC-2 recruitment, biochemical | activation, % at 8 µM | actives 0.34% (n = 200,000); in the data active = activation above about 22%;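 also: 0% = vehicle and 100% = reference agonist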
S1P3 antag: antagonists of human S1P3 receptor; inhibition, % at 4.98 µM; AID 485; Q99500; CHO S1P3 NFAT-BLA reporter, FRET fluorescence, antagonist mode; actives 0.27% (n = 170,000);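 active = inhibition above the plate cutoff, the mean inhibition of test wells on that plate plus 3 SD, cut at about 28% in these data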;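 also: cells challenged with S1P at its EC80 of 0.8 µM; blue over green emission ratio from cleaved BLA substrate after 4 h stimulation; 0% = S1P-stimulated wells and 100% = unstimulated DMSO-only wells; some compounds past the cut are filed as inactive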
Target sequence (Q99500 whole entry, looked up): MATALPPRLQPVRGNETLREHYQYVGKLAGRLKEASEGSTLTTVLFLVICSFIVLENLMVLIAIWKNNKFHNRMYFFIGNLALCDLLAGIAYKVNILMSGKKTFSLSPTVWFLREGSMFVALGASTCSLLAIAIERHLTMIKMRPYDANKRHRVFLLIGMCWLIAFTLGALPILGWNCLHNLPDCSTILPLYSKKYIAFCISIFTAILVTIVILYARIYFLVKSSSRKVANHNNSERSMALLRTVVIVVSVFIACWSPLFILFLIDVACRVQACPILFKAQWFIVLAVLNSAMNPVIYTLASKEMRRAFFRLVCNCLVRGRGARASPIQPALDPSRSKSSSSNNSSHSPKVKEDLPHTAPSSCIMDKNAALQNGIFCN
bIAP inhibitor: blocks bovine intestinal alkaline phosphatase activity; inhibition, % at 20 µM; 190,000 tested, under 10 active; purified bovine IAP, CDP-star luminescence, 30 min;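 active = over 50% inhibition of intestinal alkaline phosphatase at 20 µM in the single-dose screen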
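Assay system – bovine IAP enzyme · Quantity – bovine IAP at 1/65,000,000 final dilution · Detection – CDP-star luminescence signal · Times – 30 min reaction at room temperature · Also added – CDP-star substrate at 30 µM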
Redox H2O2 prof: compounds producing H2O2 with reducing agent – biochemical, NIH compound library profiling, artefact control for MLSCN library redox annotation, primary screen; DTT-dependent redox cycling H2O2, phenol red/HRP absorbance; 100% = 100 µM peroxide control, 0% = buffer; activation, % at 10 µM; actives 0.03% (n = 200,000);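 active = activation of at least 50% relative to the plate's high and low controls in the primary single-dose screen; inactive = activation below 50%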;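 also: compound incubated with DTT at 0.8 mM final as the reducing agent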
PPARg SRC3 recr: PPARgamma-driven SRC-3 recruitment agonism. P37231. biochemical PPARgamma/SRC-3 coactivator recruitment assay. activation, % at 8 µM. actives 0.26% (n = 200,000). AID 731; in the data active = activation above about 23%;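 also: 0% = DMSO and 100% = reference agonist; some compounds past the cut are filed as inactive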
RAM network inh: blocks the yeast RAM network | S. cerevisiae dse1pr::URA3 reporter, 5-FOA growth OD615, 2 d; analog-sensitive cbk1-as2 kinase mutant strain | inhibition, % at 50 µM | AID 868 | actives 1.8% (n = 190,000);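 active = inhibition above a set limit, 3 SD over mean compound inhibition, cut at about 8.4% in these data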;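 also: 0% = DMSO-only wells with no growth and 100% = 10 µM 1-NA-PP1 full growth; inhibition rescues growth on 5-FOA so higher OD means more RAM inhibition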
ROMK mod: modulators of human ROMK potassium channel; P48048; Tet-inducible ROMK, thallium flux fluorescence; actives lie on both sides; B-score at 10 µM; actives 2% (n = 130,000);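 active = signal ratio slope over the read window, or its plate-corrected B-score, at least 3 SD from the plate mean, either direction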;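 also: B-score of the F/F0 ratio slope over 7 to 12 s after thallium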
SRC2 TRFRET art: counter-screen for PPARgamma SRC-2 recruitment agonists: TR-FRET artefact; TR-FRET ratio at 8 µM; actives 0.4% (n = 200,000); stronger effect = higher value; in the data active = TR-FRET ratio above about 2000; also: inactives centre near 1500; reference of the scale not given here
* hit, by the source's call; nt = no result given. Hits appear at their usual frequency. About 13% of those tested had a hit in this group.

SMILES	Lmaj promast	HMGR II inh	PPARg SRC1 recr	PPARg SRC-2 ag	S1P3 antag	bIAP inhibitor	Redox H2O2 prof	PPARg SRC3 recr	RAM network inh	ROMK mod	SRC2 TRFRET art
CCC1(C)CC2(CCCN(CCC(=O)c3ccccc3)C2)CCO1 (stereo not drawn)	69*	-7	-2	2	-6	-12	-1.8	4	-0.2	-0.021	1712
CC(=O)c1ccc(NC(=S)N2CCCC(C(F)(F)F)C2)cc1 (stereo not drawn)	9	0	4	6	-13	-5	-1.7	9	-0.1	-0.044	1685
CC1CCc2nc3sc4c(c3c(N)c2C1)CCCC4 (stereo not drawn)	92*	-4	0	0	21	-4	-0.5	2	2.5	0.05	1375
COc1cc(CC(=O)N/N=C/c2ccc([N+](=O)[O-])cc2)c([N+](=O)[O-])cc1OC	-6	2	1	-8	2	3	0.7	-1	2.8	nt	1599
COc1ccc(N2CCN(C(=O)CC34CC5CC(CC(C5)C3)C4)CC2)c([N+](=O)[O-])c1	30	-1	-9	1	-9	10	-0.1	-2	10.0*	-1.7	1381
Cc1cc(C(=O)COc2ncnc3sccc23)c(C)n1C	-4	-2	-1	-8	-5	-2	-1.2	4	1.6	0.52	1557
CCn1cc(C(=O)N2CCN(c3ccccn3)CC2)c(=O)c2cc(S(=O)(=O)N3CCC(C)CC3)ccc21	-6	5	4	-2	0	-4	0.3	-4	-0.1	0.81	1605
Cc1cc(C(=O)N(C)CC(=O)Nc2ccccc2C(F)(F)F)c(C)o1	-3	-2	-1	5	nt	4	-1.0	5	2.2	nt	1562
CN(C)CCNC(=S)Nc1cccc(Cl)c1	0	-4	-3	-1	nt	12	2.3	-4	2.3	nt	1357
O=C(NNC(=S)NC1CCCCC1)c1ccccc1O	23	0	8	-1	-4	-54	0.1	2	0.5	0.4	1612
N#CC1=C(N)Nc2nc3ccccc3n2C1c1ccc(Cl)cc1 (stereo not drawn)	77*	-8	10	4	3	-1	0.0	6	3.1	nt	1662
Oc1ccccc1Nc1ncnc2c1oc1ccccc12	-5	-13	9	2	20	3	1.5	0	1.5	nt	1480
NC(=O)c1ccc(C(=O)c2ccc([N+](=O)[O-])cc2)cc1	17	-3	2	-5	-5	-1	-0.2	3	1.1	0.12	1525
CC(=O)Nc1ccc(NS(=O)(=O)c2ccc(Cl)s2)cc1	-1	5	8	6	0	-12	-0.8	4	0.3	-0.35	1511
O=C(CCCn1c(=O)oc2ccccc21)NC1CCCCCC1	1	-5	-4	6	-6	9	0.6	-2	-0.4	-0.11	1355
C=CCNC(=S)NNC(=O)c1cc(O)ccc1O	-7	-2	8	10	-5	-33	-0.5	7	-0.1	-0.39	1716
COc1ccccc1N1CCN(C(=O)c2cc3c(s2)CCC3)CC1	-1	-3	7	-2	nt	-2	0.3	-2	2.2	-0.091	1553
Cc1cccc(N(CC(N)=O)C2SC(=O)N(c3ccccc3)C2=O)c1 (stereo not drawn)	-1	1	2	6	-2	-4	-3.7	6	1.4	0.78	1525
Oc1ccc(Nc2nc(-c3ccc4ccccc4c3)cs2)cc1	6	-3	8	12	nt	10	0.0	8	0.6	nt	1585
CCCCN(CC)CCNC(=O)C1c2cc(OC)c(OC)cc2C(=O)N2CCc3ccccc3C12 (stereo not drawn)	5	-6	-6	-7	-3	-83	0.5	-4	0.6	-0.6	1537
Cc1cc(C)nc(SCc2cc(=O)c(OC(=O)c3ccc(Cl)c([N+](=O)[O-])c3)co2)n1	-5	0	0	0	0	10	-0.1	2	1.9	nt	1772
COCCCN(C(=O)c1cccnc1SC)c1c(N)n(Cc2ccccc2)c(=O)[nH]c1=O	-2	1	3	-2	-20	-3	2.1	-9	1.4	1.5	1579
CCC(C(=O)NC1CCCC1)N(Cc1cccs1)C(=O)Cn1nnc(-c2ccc(OC)c(OC)c2)n1 (stereo not drawn)	20	-2	9	9	nt	6	-0.7	14	1.6	-0.35	1629
CC(C)N(C(=O)COC(=O)[C@@H]1CC(O)CN1S(=O)(=O)c1ccc(C(C)(C)C)cc1)C(C)C (stereo partly drawn)	5	0	10	-6	3	-16	-0.1	0	2.4	0.79	1185
CC(=O)OC[C@H]1O[C@H](CCO/N=C(\C)CCN2CCCc3nc(C)c(C)cc32)C=C[C@@H]1OC(C)=O	-3	-8	-1	10	-14	7	0.2	-4	0.0	-0.5	1446
SMILES	Lmaj promast	HMGR II inh	PPARg SRC1 recr	PPARg SRC-2 ag	S1P3 antag	bIAP inhibitor	Redox H2O2 prof	PPARg SRC3 recr	RAM network inh	ROMK mod	SRC2 TRFRET art
O=C(CSc1nc2ccccc2[nH]1)Nc1ccc2c(c1)CCC2	76*	-1	-1	-7	-8	2	0.6	2	5.3	-0.032	1423
Cc1ccc(S(=O)(=O)/N=C(\c2ccc(F)cc2)n2c(C)nc3ccccc32)cc1	-3	nt	-3	2	nt	-4	1.1	-3	0.4	nt	1688
O=C(c1ccc([N+](=O)[O-])cc1)N1CCSC1c1ccccc1Cl (stereo not drawn)	9	11*	4	1	-8	-9	-0.8	1	3.9	0.014	1651
Nc1cc(OCC(F)(F)F)cc(OCC(F)(F)F)c1	1	1	-3	6	-10	-11	0.1	0	-0.5	-0.93	1665
CCOC(=O)N1CCN(C(=O)Nc2ccc3nc(C)c(C)nc3c2)CC1	7	1	7	2	-6	-6	-5.3	-1	1.5	0.21	1532
CCCCC[n+]1ccn(-c2nc3ccccc3nc2[N-]S(=O)(=O)c2ccc(C)cc2)c1	100*	0	2	2	nt	-10	0.6	-5	2.5	nt	1744
COC(=O)c1ccc(CSc2ncnc3c2sc2nc(N4CCOCC4)c4c(c23)CCCC4)o1	41	nt	-2	1	nt	nt	5.2	-4	nt	0.06	1486
CC(Oc1cccc(Cl)c1)C(=O)Nc1ccc([N+](=O)[O-])cn1 (stereo not drawn)	61*	-1	9	2	-7	0	-0.1	6	0.3	-1.2	1677
COc1ccc(C(=O)CSc2cc(C)nc3nc(C)nn23)cc1OC	17	-3	-1	-3	15	5	0.6	-2	7.6	0.91	1531
CCC(C)NC(=O)CSc1nc2ccsc2c(=O)n1NC(=O)c1ccccc1 (stereo not drawn)	-7	-5	0	-1	nt	10	0.1	-5	-0.4	-0.25	1379
CC(=O)n1c2ccccc2c2ccccc21	-5	-2	2	2	nt	10	2.0	7	1.2	nt	1553
Cc1ccc(S(=O)(=O)N[C@H](C(=O)N2CCC3(O)CCCCC3C2)c2ccccc2)cc1 (stereo partly drawn)	1	-1	0	11	nt	-9	2.0	5	6.7	nt	1642
CCSc1cc(N2CC(C)OC(C)C2)nc(-c2ccccc2Cl)n1 (stereo not drawn)	12	-2	-4	-4	nt	-10	0.0	-10	0.5	0.68	1528
Cc1nc2ccccc2n1S(=O)(=O)c1ccc(S(=O)(=O)N2CCCCCC2)cc1	-5	-4	-1	0	-12	-5	1.9	1	1.8	nt	1462
CCc1ccc2nc3c(c(C(=O)O)c2c1)CCC3	-3	-1	1	9	11	5	-0.4	9	-0.7	-0.01	1632
Cn1cc(SCC(=O)NCc2ccc(F)cc2)c2ccccc21	12	-4	-3	-14	-6	12	0.0	-3	-1.5	-0.058	1369
N#C/C(=C\c1ccc([N+](=O)[O-])cc1)c1nc(C2CC2)cs1	27	0	-2	-5	-10	14	-0.3	0	4.3	nt	1516
CCSc1nnc(NC(=O)C(C)C)s1	-1	3	-4	-1	-3	18	-0.9	3	-0.3	nt	1577
O=C1NC(c2cccc([N+](=O)[O-])c2)Oc2ccccc21 (stereo not drawn)	5	-5	-4	1	-2	1	-0.1	6	1.9	-0.27	1577
CCOc1ncccc1C(=O)OCC(=O)Nc1cc(S(=O)(=O)N(CC)CC)ccc1C	-10	1	-4	1	16	-9	-0.4	-2	0.7	-0.52	1503
Cc1ccc2oc(=O)n(CCOc3ccccc3C)c2c1	4	-2	10	6	7	5	-0.1	2	3.2	-2.5	1573
COC(=O)c1ccccc1N1C(=O)[C@@H]2C(c3ccc(Br)cc3)=NO[C@@H]2C1=O	-15	-2	1	14	nt	8	0.9	24	3.3	-0.26	1568
CN(c1ccccc1)S(=O)(=O)c1cccc(NC(=O)CN2CCc3ccccc3C2)c1	7	-6	1	-1	-23	16	-0.6	4	2.2	0.89	1632
CC1(C)CC(=O)c2c(-c3cccs3)n[nH]c2C1	3	-4	11	10	nt	12	0.1	-1	0.3	0.67	1578
Cc1ccc(-c2nc3ccc(C(=O)O)cc3nc2-c2ccc(C)cc2)cc1	-3	nt	-5	-5	nt	-1	1.9	-2	5.1	nt	1472

Quoted from the listing.
For RAM network inh, Cc1cc(C(=O)COc2ncnc3sccc23)c(C)n1C is entered as 1.6
For S1P3 antag, Cc1nc2ccccc2n1S(=O)(=O)c1ccc(S(=O)(=O)N2CCCCCC2)cc1 is entered as -12

Continuation:
SMILES	Lmaj promast	HMGR II inh	PPARg SRC1 recr	PPARg SRC-2 ag	S1P3 antag	bIAP inhibitor	Redox H2O2 prof	PPARg SRC3 recr	RAM network inh	ROMK mod	SRC2 TRFRET art
COc1cc(C2Nc3ccccc3C(=O)N2c2ccc3c(c2)OCCO3)ccc1OCC(C)C (stereo not drawn)	17	3	3	5	nt	-1	0.0	1	1.7	-0.43	1494
CN(C)c1cccc(N=C2C=C(N3CCOCC3)CC(C)(C)C2)c1	5	-9	0	1	-1	17	3.8	3	0.6	nt	1456
CCN(CC)c1ccc(-c2nn3c(-c4cccnc4)nnc3s2)cc1	20	-2	-1	2	nt	-33	2.5	10	2.6	0.57	1536
CC1CCN(CCOCCOc2ccccc2-c2ccccc2)CC1	83*	0	0	-1	-9	13	-0.2	3	-0.6	-0.67	1581
O=C(N/N=C/c1cccc(C(F)(F)F)c1)c1ccc(O)cc1	5	2	8	11	6	-1	-2.1	5	4.0	-0.25	1680
O=C(NCC1CCCO1)C1CCN(c2ccc(S(=O)(=O)N3CCCC3)cc2)CC1 (stereo not drawn)	1	-2	2	0	-25	0	1.3	-6	-0.9	nt	1749
CCOC(=O)C1(Cc2cccc(F)c2)CCN(C(=O)c2ccoc2C)CC1	34	-4	9	6	0	6	-1.4	7	2.4	0.12	1775
COC(=O)c1nn(-c2ccccc2)c(Sc2ccccc2)c1/C=N/O	2	-3	-3	14	nt	9	1.1	-5	3.3	nt	1665
CC(C)N1CCC(N2CCN(CCCc3ccccc3)CC2CCO)CC1 (stereo not drawn)	-2	-1	3	3	1	-2	-0.9	6	1.3	-0.54	1481
COC(=O)c1cc(-c2ccc(NC(C)=O)cc2)nc2ccccc12	-2	-6	-3	12	4	4	0.2	3	1.1	0.0098	1508
O=C(CN(C(=O)Cn1nnc(-c2ccccc2F)n1)c1cnc2ccccc2c1)NCC1CCCO1 (stereo not drawn)	-3	-1	-2	-2	-19	-18	-0.5	1	-1.3	-0.86	1501
Cc1c(Cl)cccc1NC(=S)NC1CCN(C(C)C)CC1	36	-1	1	0	2	10	0.1	0	-0.6	-1.5	1701
COC(=O)c1ccc(N2C(=O)c3cc(N4CCOCC4)c([N+](=O)[O-])cc3C2=O)cc1	-4	1	1	-2	-6	23	0.8	-2	2.3	nt	1553

Source: PubChem
